SMARCA2 activ – increases SMARCA2 function in MMTV reporter cells; MG213 cells, MMTV-luciferase reporter, dexamethasone, overnight; activation, % at 9.1 µM; 370,000 tested, 1% active; in the data active = activation above about 7.8%;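 also: 0% = vehicle wells and 100% = reference activator wells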
DAX1 inh-1 – inhibitors of human orphan nuclear receptor DAX1 (NR0B1); HEK293 Gal4-DAX1 luciferase reporter, luminescence; inhibition, % at 6.75 µM; 340,000 tested, 0.99% active; AID 504766;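 active = inhibition above the mean over all tested compounds plus 3 SD, cut at about 4.2% in these data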;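 also: 0% = DAX1-transfected cells with DMSO and 100% = empty-vector control cells with DMSO; inhibition shows as a rise in luminescence from relieved DAX1 repression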
ADAM10 inh – inhibits human ADAM10; O14672; recombinant ADAM10, EDANS/DABCYL FRET peptide cleavage, 3 h; inhibition, % at 7 µM; 370,000 tested, 0.62% active; AID 720582;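 active = inhibition above a per-campaign cutoff equal to the mean of compounds falling between control-based bounds plus 3 SD, cut at about 20% in these data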;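 also: 0% = DMSO wells while the 100% control is not disclosed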
ADAM17 inh – inhibitors of human ADAM17; P78536; recombinant ADAM17, EDANS/DABCYL FRET peptide cleavage; inhibition, % at 6.95 µM; 370,000 tested, 0.83% active;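 active = inhibition above the mean of compounds lying between control limits plus 3 SD, set per campaign, cut at about 8.5% in these data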;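 also: 0% = DMSO-only wells as the low control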
NPR1 activator – GC-A (human) enzyme activation; P16066; HEK293 GC-A cells, cGMP TR-FRET, EC30 ANP; 0% at EC30 ANP, 100% saturating ANP; activation, % at 10 µM; 370,000 tested, 0.14% active; AID 1671463; in the data active = activation above about 40%
Target sequence (P16066 whole entry, looked up): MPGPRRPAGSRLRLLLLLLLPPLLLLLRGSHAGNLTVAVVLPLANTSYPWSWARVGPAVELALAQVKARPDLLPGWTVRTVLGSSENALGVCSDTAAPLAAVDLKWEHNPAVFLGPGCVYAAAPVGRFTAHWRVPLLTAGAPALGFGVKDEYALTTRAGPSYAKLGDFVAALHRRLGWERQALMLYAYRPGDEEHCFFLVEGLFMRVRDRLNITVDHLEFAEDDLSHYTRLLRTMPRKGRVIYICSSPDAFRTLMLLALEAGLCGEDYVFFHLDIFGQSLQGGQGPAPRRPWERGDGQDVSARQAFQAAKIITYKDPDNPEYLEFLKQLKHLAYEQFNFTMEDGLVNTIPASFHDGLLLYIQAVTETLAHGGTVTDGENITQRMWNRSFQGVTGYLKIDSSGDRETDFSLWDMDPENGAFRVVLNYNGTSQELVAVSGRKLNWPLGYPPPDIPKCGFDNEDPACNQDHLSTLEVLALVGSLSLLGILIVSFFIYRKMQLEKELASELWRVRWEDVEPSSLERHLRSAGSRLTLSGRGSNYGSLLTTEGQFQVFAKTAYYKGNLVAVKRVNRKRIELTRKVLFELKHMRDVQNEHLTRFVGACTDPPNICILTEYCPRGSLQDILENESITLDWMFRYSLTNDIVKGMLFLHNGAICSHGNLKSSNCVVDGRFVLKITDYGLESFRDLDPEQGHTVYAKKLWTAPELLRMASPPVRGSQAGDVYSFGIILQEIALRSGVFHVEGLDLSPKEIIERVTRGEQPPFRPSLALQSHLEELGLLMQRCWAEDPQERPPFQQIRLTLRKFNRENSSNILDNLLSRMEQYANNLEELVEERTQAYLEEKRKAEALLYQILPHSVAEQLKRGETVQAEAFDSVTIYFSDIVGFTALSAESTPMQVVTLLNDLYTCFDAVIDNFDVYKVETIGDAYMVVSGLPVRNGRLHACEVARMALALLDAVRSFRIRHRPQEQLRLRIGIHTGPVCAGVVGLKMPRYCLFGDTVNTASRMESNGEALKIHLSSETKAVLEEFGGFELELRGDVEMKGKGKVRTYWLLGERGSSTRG
FXN GAA850 act – activators of GAA850 frataxin (FXN) promoter; HEK293 lucGAA850 FXN promoter luciferase reporter, 24 h; percent of 10 µM SAHA response; activation, % at 6 µM; 360,000 tested, 0.56% active;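 active = activation above the average of all compounds screened plus 3 SD, cutoff fixed separately per campaign, cut at about 7.5% in these data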;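 also: 0% = DMSO wells and 100% = 10 µM SAHA wells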
hcDAF-12 act – H. contortus DAF-12 activation, primary screen; 370,000 tested, 1.4% active; activation, % at 6.8 µM; AID 652067; HEK293 hcDAF-12 lit1-tk-luc reporter, luminescence; 0% DMSO, 100% Δ7-dafachronic acid;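 active = activation above the mean of all tested compounds plus 3 SD, cut at about 5.5% in these data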;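 also: 100% = response to 3 µM Δ7-dafachronic acid high control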
PG9 binder – binds the HIV-1 gp120 antibody PG9. 360,000 tested, 0.43% active. inhibition, % at 6.7 µM. TR-FRET gp120-PG9 antibody binding; in the data active = inhibition above about 8.5%
DAX1 inh-2 – DAX1 (NR0B1) inhibition, primary screen; 370,000 tested, 1.1% active; inhibition, % at 6.8 µM; HEK293T StAR-luciferase reporter, SF-1/DAX-1 repression relief; AID 652010;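 active = inhibition above the mean over all tested compounds plus 3 SD, cut at about 3.6% in these data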;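 also: 0% = DAX-1 cells with DMSO and 100% = cells lacking DAX-1 with DMSO; higher inhibition means more luminescence from relief of DAX-1 repression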
hgDAF-12 ag – activates the H. glycines DAF-12 receptor ligand-binding domain. HEK293 GAL4-hgDAF12 UAS-luciferase reporter, agonist luminescence; normalized to butyrate control. activation, % at 6.8 µM. 370,000 tested, 1.8% active. AID 687014;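 active = activation above a cutoff set at the mean of all screened compounds plus 3 SD, cut at about 10% in these data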;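 also: 0% = DMSO wells and 100% = sodium butyrate wells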
ssDAF-12 act – activates DAF-12 receptor from parasite S. stercoralis. HEK293 ssDAF-12/GRIP1 lit1-tk-luc reporter, luminescence; % of 3 µM dafachronic acid response. 370,000 tested, 1% active. AID 652126. activation, % at 6.8 µM;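 active = activation above the mean over all tested compounds plus 3 SD, cut at about 0.9% in these data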;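 also: 0% = DMSO-only wells and 100% = 3 µM delta7-dafachronic acid wells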
Active calls of the source: *; i = inactive; x = no result given.

SMILES	SMARCA2 activ	DAX1 inh-1	ADAM10 inh	ADAM17 inh	NPR1 activator	FXN GAA850 act	hcDAF-12 act	PG9 binder	DAX1 inh-2	hgDAF-12 ag	ssDAF-12 act
O=C(Cc1ccc(-n2c(=O)[nH]c3ccccc3c2=O)cc1)N1CCN(c2ccccc2)CC1	0.5	1.2	-7.0	-1.7	-0.2	-2.7	-0.1	-2.0	0.6	-1.8	-1.2
CCN1CCN(CCCNC(=O)c2ccc3c(c2)N(Cc2ccccc2)CCS3)CC1	0.5	0.2	i	i	-0.7	-1.4	0.0	5.1	0.9	0.3	-1.0
O=C(Nc1ccc2c(c1)CCC2)c1cc(S(=O)(=O)Nc2ccc(F)cc2)c(Cl)cc1Cl	0.7	1.5	-3.8	-2.3	-0.2	-2.0	1.3	-1.4	0.5	2.0	-0.5
CN(C(=O)c1cccnc1)c1nnc(-c2cccnc2)s1	0.8	-0.6	-12.3	-7.7	1.2	1.1	0.7	-2.4	0.8	2.4	-0.8
COc1ccc(CN2C(=O)c3ccccc3C2C(=O)NC2CCC(C)CC2)c(OC)c1 (centres undefined)	-2.7	0.6	1.0	-1.8	-6.7	-3.2	0.3	0.1	0.5	0.4	-1.7
COc1cc(-c2nnc(Cn3cc(C(F)(F)F)ccc3=O)o2)cc(OC)c1OC	-3.0	0.8	-4.0	-5.6	-3.8	3.4	-1.3	-0.8	-0.1	0.1	-0.6
Cc1ccsc1-c1nc(CN(C)C(C2CC2)C2CC2)c(C)o1	-0.4	0.3	-9.2	-3.7	-4.1	2.2	0.3	-0.6	-0.6	-4.0	-0.9
O=c1[nH]ncc(N2CCN(Cc3ccccc3)CC2)c1Cl	0.2	0.7	-0.7	-2.2	1.1	-0.3	-1.0	-1.6	-0.7	5.4	-0.8
O=C(O)C1C2C=CC3(CN(CC(O)COc4ccccc4)C(=O)C13)O2 (centres undefined)	1.7	1.3	-8.6	-3.3	0.0	-0.3	0.1	-0.9	0.3	0.6	-1.1
Cc1cccc(C(=O)N[C@H](C(=O)Nc2cccc(S(=O)(=O)N3CCCC3)c2)C(C)C)c1	-0.7	-0.7	4.7	-0.1	-3.0	-5.5	-1.9	0.7	0.1	-3.3	-2.0
Cc1ccc(Cl)cc1NC(=O)c1ccc(CSc2nnnn2C)cc1	-0.4	-0.8	5.5	0.1	-3.7	-1.6	-1.6	1.5	0.2	-0.4	-1.7
CC(C)(/C=N/NC(=O)CSCc1ccc(Cl)cc1)CCC#N	-1.9	1.8	9.2	-0.7	-1.3	-0.3	1.9	-0.4	1.0	4.0	-1.0
CC(C)(C)c1nn2cnnc2n(/N=C/c2cccc3ccccc23)c1=O	-3.7	-1.3	-5.7	-3.5	-2.9	0.7	-2.8	-0.3	-0.3	-2.1	-0.4
COc1ccc(C(=O)Nc2ccc3oc(-c4cccc(Cl)c4)cc(=O)c3c2O)cc1	0.4	2.1	0.3	1.0	1.9	1.9	1.4	-1.1	-0.1	0.2	-1.1
COCCn1nnnc1C(c1ccccc1)N1CCN(c2ccccc2)CC1 (centres undefined)	-1.0	0.8	2.8	0.1	1.5	-0.7	-0.8	-0.8	0.3	-1.7	-1.5
CCCN(C(=O)c1cccc(-n2cccc2)c1)c1c(N)n(Cc2ccccc2)c(=O)[nH]c1=O	3.5	1.7	6.0	-2.9	-0.4	-2.4	3.9	-1.2	-0.2	0.3	-1.1
Cc1nn(CC(=O)NCCCN2CCCC2)c(=O)c2nn(-c3ccccc3)c(C)c12	-2.1	-0.1	-6.1	2.3	0.9	-0.1	0.5	1.2	0.1	0.1	-1.6
Cc1ccc(N=Cc2cc(Cl)cc(Cl)c2O)nc1	-2.4	-0.4	-61.9	-19.4	3.7	-2.7	-1.1	-1.1	-0.1	2.4	-0.7
OCC[C@H]1C[C@H](O)[C@@H](O)[C@@]2(CCc3ccccc3CO2)O1	1.8	2.3	-0.2	-0.6	0.8	2.3	-0.7	-0.1	-0.3	0.5	-1.1
Cc1cc(Cl)ccc1OCC(=O)NNC(=O)c1ccco1	2.7	1.2	-1.8	0.8	2.1	3.5	0.9	-2.0	1.1	4.7	-0.9
COc1ccc(CN(C(=O)c2snc(C(N)=O)c2N)C(CC(C)C)C(=O)NC2CCCCC2)cc1 (centres undefined)	0.1	0.0	-76.6	-27.3	-11.3	-1.2	-2.5	0.8	-0.6	-2.6	-0.5
Clc1ccc(OCc2nn3c(C4CCCCC4)nnc3s2)c(Cl)c1	-0.8	-0.3	0.2	-4.5	9.7	1.0	-0.2	1.8	-0.1	0.4	-1.1
COC(=O)N(C)C[C@@H]1OCc2ccccc2-c2c(n(C)c3ccccc23)C(=O)N([C@H](C)CO)C[C@@H]1C	3.9	0.8	0.9	4.1	-0.7	15.6*	-0.3	-0.8	3.8*	-2.9	-1.0
Fc1ccc(N2CCN(C(c3cccs3)c3nnnn3CCc3ccccc3)CC2)cc1 (centres undefined)	-3.0	1.1	-0.6	-0.7	-8.7	-9.4	-2.0	-1.0	-1.2	0.2	-0.2
CCOC(=O)CSCC(=O)N1N=C(c2cccs2)CC1c1ccc(F)cc1 (centres undefined)	-2.1	-0.2	-50.5	-11.8	-4.5	-4.4	-1.4	-3.3	-0.4	-0.2	-2.1
COc1cc(CC(=O)Nc2ncc(C)s2)cc(OC)c1OC	-5.1	-1.3	7.5	0.7	0.2	-0.7	0.6	0.9	-0.3	-1.9	-1.1
O=C(c1ccccn1)c1ncc(C(F)(F)F)cc1Cl	-2.4	0.6	-2.8	-5.8	1.3	2.2	-1.4	0.8	-0.8	-1.4	-1.2
O=S1(=O)C[C@@H](N2CCCC2)[C@H](COCc2ccccc2)N1	1.2	x	-14.7	-6.1	0.3	x	0.1	-0.9	0.7	0.8	-1.3
O=C1CSC2=NCN(c3ccccc3)CN12	-0.1	0.3	-9.0	-3.6	-0.2	1.5	-2.0	0.3	-0.1	3.0	-1.2
CC(=O)Nc1nc(N(C)C)nc(N(C)C)n1	-2.9	0.1	-1.3	1.2	-1.9	-1.5	-0.9	0.4	0.3	-0.2	-0.6
COc1cc(C(=S)N2CCOCC2)cc(Br)c1OS(=O)(=O)c1ccccc1	-1.2	-0.3	0.7	0.1	-1.7	0.8	-1.3	-1.5	0.2	-0.9	-1.1
Fc1ccc(C2CC(c3cccs3)=NN2C(=S)Nc2ccccc2)cc1 (centres undefined)	0.6	-0.5	-13.8	-1.0	-15.4	1.5	-0.9	-2.7	-0.4	0.8	-1.1
CCNC(=S)N1CCN(CC)CC1	-4.4	1.6	-9.9	-5.3	-4.7	0.2	1.4	-4.4	0.1	-1.5	-1.6
Cn1c(=O)n(C)c2cc(C(=O)Nc3ccc4c(c3)OCO4)ccc21	3.5	13.2*	2.0	0.4	-4.5	6.6	2.1	-0.2	1.1	-2.1	-0.5
COc1ccccc1C(CNC(=O)c1cccc(S(=O)(=O)Nc2ccc(C)cc2)c1)N1CCCC1 (centres undefined)	-2.3	-0.7	-9.9	-2.1	-5.1	-3.7	0.8	-0.1	-0.5	-1.1	0.2
COCCNC[C@@]12CO[C@H](c3ccc(Cl)cc3)N1[C@@H](c1ccc(Cl)cc1)SC2	x	x	12.9	5.2	-27.5	x	1.1	x	x	-0.1	-1.9
N=c1sccn1CC(=O)N1CCc2ccccc21	-0.2	0.7	2.7	-0.2	-2.9	1.8	-0.3	-0.6	0.3	0.1	-0.8
Nc1ccc(C#Cc2ccccc2)cc1	-7.4	1.2	-2.8	-5.7	12.5	-6.5	-2.0	0.6	-1.0	-0.8	-2.0
Cc1ccc(C(=O)N/N=C/c2cn(Cc3ccccc3)c3ccccc23)cn1	-3.9	-2.5	0.8	-0.4	4.8	-0.6	-1.1	-2.7	-0.7	0.2	-1.9
Cc1c(CCOC(=O)CC23CC4CC(CC(C4)C2)C3)sc[n+]1CC(=O)c1ccc(Br)cc1	-0.9	0.8	3.6	1.1	-4.3	3.8	-1.1	0.6	-0.2	-1.8	-0.2
Cc1cc(C)c[n+](-c2nc([O-])sc2C=O)c1	1.9	1.3	5.8	0.0	1.1	-0.9	-1.4	-0.6	1.3	-0.3	-0.9
CC(C)(C)c1ccc(OCC(=O)O)cc1	-4.5	0.7	-1.4	-1.2	1.2	-0.7	0.3	0.9	0.7	-1.7	-0.7
Cc1cc(C)cc(NC(=O)CSc2ccccc2)c1	0.1	-0.2	7.7	-0.1	-3.8	4.2	-0.2	1.4	-0.5	5.7	-0.8
CCOC(=O)c1cc(-c2ccccc2)nn1-c1ccccn1	-2.2	1.7	-9.0	-1.2	-4.7	-0.8	-0.2	0.1	-0.3	-1.2	-0.7
O=C(O)c1cc(-n2[nH]c(=O)c3ccccc3c2=O)ccc1Cl	2.4	1.6	-16.9	1.5	6.0	3.6	-2.0	-1.3	0.3	6.4	-1.3
CCC(CO)Oc1cc(NCc2ccc(C(F)(F)F)cc2)c2ncn(C(C)C)c2c1 (centres undefined)	0.5	-0.7	2.1	-5.5	-0.4	-0.3	-2.1	-0.4	0.0	0.3	-1.1
CCCc1nc2oc3c(NCCN4CCOCC4)ncnc3c2c2c1CCCC2	-1.2	-1.5	-16.7	-3.3	18.9	1.1	-0.8	1.0	-0.7	-0.8	-1.2
CCn1c(SCC(=O)OC(C)C)nnc1-c1cccc(Cl)c1	-1.8	0.2	-2.6	-0.9	1.8	-1.3	-1.9	-1.8	-0.2	2.2	-1.6
N#Cc1ccc(Cn2ccc3ccc(-c4ccc5ccn(Cc6ccccc6)c5c4)cc32)cc1	-3.4	x	-37.1	-9.8	-1.7	x	0.7	x	-1.0	2.6	-0.7
c1ccc(OCCOCCSc2ncccn2)cc1	3.9	1.9	-4.8	-3.7	10.9	4.5	-0.2	-0.3	-0.1	3.2	-0.8

The listing continues:
SMILES	SMARCA2 activ	DAX1 inh-1	ADAM10 inh	ADAM17 inh	NPR1 activator	FXN GAA850 act	hcDAF-12 act	PG9 binder	DAX1 inh-2	hgDAF-12 ag	ssDAF-12 act
N#Cc1ccccc1COC(=O)CCC(=O)c1cccs1	1.8	0.6	-5.6	-2.3	0.3	1.9	0.7	2.1	-1.3	-2.7	-1.1
COc1ccc(NC(=O)CC2SC(=NCC3CCCO3)NC2=O)c([N+](=O)[O-])c1 (centres undefined)	-0.8	1.1	-16.6	-3.2	2.0	-0.5	-1.4	-0.2	-0.7	-1.8	-1.5
CC(=O)NCCNc1nc(NCC2CC2)nc2cc(-c3ccccc3)sc12	-3.0	x	-119.1	-32.2	8.0	-0.1	-0.7	-1.8	-1.3	-3.3	-0.5
O=C(C1CCCN(Cc2ccccc2)C1)N1CCCCC1 (centres undefined)	-1.7	1.6	3.6	0.9	-2.4	0.6	-1.1	0.4	0.0	-2.2	-1.6
N#Cc1ccc(OCC(=O)NCCc2ccccn2)cc1	0.7	-1.0	-4.1	-2.9	3.4	-0.7	-1.1	-1.2	0.4	1.4	-0.9

Assay outcomes as filed in PubChem BioAssay.
